# PAX8 reporter: inhibitors of PAX8 transcriptional activity in RMG-I cells | RMG-I TPO-luciferase reporter, SteadyGlo, 24 h | inhibition, % at 12.6 µM | 360,000 compounds, 1.2% hits;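 active = mean replicate inhibition at least 60% with every replicate also reaching 60%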;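 also: luciferase light reporting Pax8 driven TPO promoter activity; plate controls were median of neutral control wells for no effect and mitoxantrone controls for full effect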
# FN deposition inh: fibronectin deposition inhibition. AH1F fibroblasts, Alexa488-fibronectin deposition fluorescence, overnight. inhibition, % at 12.6 µM. 350,000 compounds, 0.086% hits. AID 743247;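 active = mean inhibition across replicates of 30% or more, regardless of how many single replicates reach that level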;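 also: positive control wells lacked labelled fibronectin entirely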
#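 Material: AH1F fibroblasts assembling fluorescent fibronectin matrix; amount: 10000 AH1F cells/well; medium: DMEM, 2% serum; reagent: Alexa488-fibronectin, 24 nM final in well; dosing: single compound dose, delivered by pin transfer; incubation: 1 h adhesion, overnight exposure; detection: fluorescence after three HBSS washes, excitation 485 nm, emission 525 nm; measure: fibronectin deposition inhibition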
# PglD DTNB: PglD (C. jejuni) enzyme inhibition; purified PglD enzyme, DTNB colorimetric CoA detection; 360,000 compounds, 0.098% hits; inhibition, % at 12.5 µM; AID 602405; in the data active = inhibition above about 16%, passing the limit was not always enough; also: strong numbers were not always called active
# S100A4 inh HTS: blocks human S100A4 binding to myosin IIA peptide. 360,000 compounds, 0.14% hits. S100A4/TAMRA-MyoIIA peptide fluorescence polarization. inhibition, % at 10.7 µM. AID 652163;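 active = mean inhibition of at least 70% across replicates, with every replicate also reaching that level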
# Target sequence (P26447 whole entry, looked up): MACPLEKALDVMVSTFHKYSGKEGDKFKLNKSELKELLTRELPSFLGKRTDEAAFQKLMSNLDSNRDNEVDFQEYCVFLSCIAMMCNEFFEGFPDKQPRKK
#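 Test system: S100A4 monomer protein. Medium: HEPES buffer with Ca2+, pH 7.2. Reagent: fluorescent myosin IIA peptide, 5 nM. Compound dosing: single-point compound testing. Timing: 5 min between mix addition and reading. Benchmarks: DMSO neutral and TFP positive wells.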
# EWS-Fli block: inhibitors of EWS/Fli oncoprotein transcriptional activity; A673 NR0B1-luciferase reporter, viability-normalised; AID 651661; inhibition, % at 12.6 µM; 350,000 compounds, 0.67% hits;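 active = mean inhibition of at least 50% after viability correction, with every replicate also passing that limit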;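 also: firefly luciferase signal divided by Alamar Blue viability fluorescence both relative to DMSO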
# PGC1a acetyl inh: lowers PGC1a acetylation signal in U2OS cells. AlphaScreen anti-acetyl-lysine; with virally co-expressed GCN5 acetyltransferase. inhibition, % at 15.6 µM. 350,000 compounds, 0.17% hits. AID 651687;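 active = every replicate shows inhibition of at least 40%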;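 also: 0% = neutral control wells and 100% = positive control wells; some results beyond the cut were filed as inactive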
# ERAP1 HTS inh: blocks human ERAP1 aminopeptidase activity; Q9NZ08; recombinant ERAP1, Leu-AMC fluorescence, 60 min; inhibition, % at 10.7 µM; 340,000 compounds, 0.15% hits; AID 652197;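 active = mean replicate inhibition of at least 30%, or all replicates individually reaching that 30% level; inactive = mean below 30% and not every replicate reaching it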;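 also: 0% = neutral control wells and 100% = L-leucinethiol positive control wells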
# Target sequence (Q9NZ08 whole entry, looked up): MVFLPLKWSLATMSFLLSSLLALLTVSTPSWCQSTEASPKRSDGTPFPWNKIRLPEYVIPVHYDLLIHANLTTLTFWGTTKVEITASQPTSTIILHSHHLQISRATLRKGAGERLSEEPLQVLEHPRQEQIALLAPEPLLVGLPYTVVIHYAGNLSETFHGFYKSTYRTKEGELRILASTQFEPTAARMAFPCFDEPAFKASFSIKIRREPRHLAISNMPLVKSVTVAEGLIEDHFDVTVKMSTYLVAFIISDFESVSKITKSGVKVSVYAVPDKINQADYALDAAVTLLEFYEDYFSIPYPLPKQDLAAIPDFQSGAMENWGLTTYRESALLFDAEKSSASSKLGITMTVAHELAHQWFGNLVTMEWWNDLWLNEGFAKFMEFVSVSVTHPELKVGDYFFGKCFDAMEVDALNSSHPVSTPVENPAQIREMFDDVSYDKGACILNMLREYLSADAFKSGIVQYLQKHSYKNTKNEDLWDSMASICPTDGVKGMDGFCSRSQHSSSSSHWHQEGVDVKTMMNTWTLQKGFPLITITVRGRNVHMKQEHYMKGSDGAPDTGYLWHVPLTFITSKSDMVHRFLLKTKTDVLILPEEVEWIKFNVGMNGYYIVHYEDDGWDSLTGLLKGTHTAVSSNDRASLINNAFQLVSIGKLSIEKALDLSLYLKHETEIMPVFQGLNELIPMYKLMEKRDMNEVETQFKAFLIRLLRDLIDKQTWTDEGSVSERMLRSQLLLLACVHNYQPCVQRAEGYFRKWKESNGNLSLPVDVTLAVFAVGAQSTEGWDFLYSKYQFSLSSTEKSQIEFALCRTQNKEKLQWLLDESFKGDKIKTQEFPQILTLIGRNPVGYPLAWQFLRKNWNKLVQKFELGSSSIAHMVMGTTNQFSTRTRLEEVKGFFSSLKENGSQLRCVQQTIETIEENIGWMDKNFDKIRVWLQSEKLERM
# LGR2 inh: inhibitors of bursicon-induced Drosophila LGR2 receptor cAMP signaling; HEK293 LGR2, CRE-luciferase, bursicon-stimulated, 4 h; inhibition, % at 9.99 µM; 380,000 compounds, 0.35% hits; AID 720647;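 active = drop in luminescence signal, shown as inhibition above about 50% in the replicate tests, limit read from the data, passing the limit was not always enough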;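 also: agonist challenge used bursicon conditioned medium at about half maximal strength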
# An asterisk follows results filed as active; x = not tested or not shown; & = joins results of further samples.
# Results follow in this order: PAX8 reporter	FN deposition inh	PglD DTNB	S100A4 inh HTS	EWS-Fli block	PGC1a acetyl inh	ERAP1 HTS inh	LGR2 inh
CCC1SC(CC)C(=O)N(CC(=O)NCc2ccc(F)cc2)C1=O (centres undefined)
→ -7	-7	x	0	-8	-10	x	21
COc1ccc(OC)c(C2C3CN(C(C)C)CC=C3C(C#N)=C(N)C2(C#N)C#N)c1 (centres undefined)
→ 2	-8	0	x	x	1	x	x
COc1cccc(C#Cc2ccc([C@H]3[C@@H](CO)N4C(=O)CN(S(=O)(=O)c5ccccc5C)C[C@H]34)cc2)c1
→ -7	x	x	32	-1	-11	-1	8
CCCN(CC(=O)Nc1ccccc1C)C(=O)Cc1c(C)nc2ccccc2c1C
→ 23	0	0	3	5	0	1	8
O=C1c2ccccc2C(=O)N1CCc1c(-c2[nH]c3ccccc3c2CCN2C(=O)c3ccccc3C2=O)[nH]c2ccccc12
→ 6	5	-3	2	-12	-8	-1	1
COc1ccccc1S(=O)(=O)N[C@@H]1CC[C@@H](CCn2cc(C3CCCCC3)nn2)O[C@@H]1CO
→ -2	5	x	x	2	-18	x	-6
CCOC(=O)C1=C(COc2ccccc2)NC(=O)NC1c1ccc(Cl)cc1 (centres undefined)
→ 10	4	-1	-2	11	8	-3	29
N/C(=N\OC(=O)CC1CCCCC1)c1ccc(Br)cc1
→ -29	-2	3	3	-71	-4	-3	-85
O=C1NCCN1CCNS(=O)(=O)c1ccc(F)c(Cl)c1
→ 3	-2	1	-3	1	3	x	7
CCC(=O)N1CCN(c2ccc(NC(=O)c3c(F)c(F)c(OC)c(F)c3F)cc2)CC1
→ x	6	3	x	x	10	x	-4
N/C(=N\OC(=O)Cc1ccccc1[N+](=O)[O-])c1ccccn1
→ -27	-6	x	-9	-14	4	4	11
CCC(=O)N1CC2(C1)[C@H](c1ccc(-c3cccc(F)c3)cc1)[C@@H](CO)N2CC1CC1
→ -7	x	x	-7	1	-25	1	10
CO[C@@H]1CN(C)C(=O)c2ccc(NS(=O)(=O)c3ccc(Cl)cc3)cc2OC[C@@H](C)N(C(=O)NC(C)C)C[C@H]1C
→ x	4	0	-12	7	12	-1	9
CC#CCCC(=O)N1C=Cc2ccccc2C1C#N (centres undefined)
→ 7	1	1	x	x	-5	x	x
O=C(COc1cccc2cccnc12)Nc1ccccc1N1CCOCC1
→ 5	1	x	-4	-27	-14	3	26

# Continuation:
# Results follow in this order: PAX8 reporter	FN deposition inh	PglD DTNB	S100A4 inh HTS	EWS-Fli block	PGC1a acetyl inh	ERAP1 HTS inh	LGR2 inh
COc1ccccc1NC(=O)N1CCN(S(C)(=O)=O)CC1
→ -11	14	-4	2	5	2	1	23
CCC(=O)N1[C@H](CO)[C@@H](c2ccc(/C=C/c3ccccc3)cc2)C12CN(S(C)(=O)=O)C2
→ -2	4	x	1	-3	-18	5	19
CCN(C(=O)CSc1nnc(-c2ccc3c(c2)OCO3)o1)C1CCS(=O)(=O)C1 (centres undefined)
→ -10	3	2	-2	-4	-1	-2	-1
O/N=C/c1ccnc(SCc2ccc(Cl)cc2)n1
→ -18	-18	x	8	-31	x	-2	-135
Cc1ccccc1OCC(=O)N/N=C/c1ccccn1
→ 4	-10	x	0	11	x	10	1
CNc1cc(-c2cnn(CC(C)C)c2)ncn1
→ -107	2	-3	0	-92	6	0	-24
CC1(C)SC(=S)N(NC(=O)Nc2cccc3ccccc23)C1N(O)C(=O)Nc1ccccc1 (centres undefined)
→ 18	6	x	-2	4	x	8	1
CC(O)(c1ccc(F)c(F)c1)c1nc(/C=C/c2ccc(C(F)(F)F)cc2)cs1 (centres undefined)
→ 10	5	0	1	0	-7	-3	26
CC(=O)c1ccc(S(=O)(=O)N2CCN(C(=O)c3ccc(COc4ccccc4)o3)CC2)cc1
→ 14	4	x	-1	0	x	-3	21
N#Cc1ccc(-c2nc3c4ccccc4ccn3c2Cc2ccccc2C(F)(F)F)cc1
→ 0	-8	5	25	2	-4	x	3
Cn1c(=O)c2c(SCC(=O)Nc3nccs3)nc(C3CC3)nc2n(C)c1=O
→ 7	-1	-1	-1	12	0	-4	10
CCCNC(=O)Nc1ccc2c(c1)OC[C@@H](C)N(Cc1ccncc1)C[C@@H](C)[C@@H](OC)CN(C)C2=O
→ 20	16	0	1	48	-6	7	0
COc1ccc(C(=O)N=c2sc3ccccc3n2C)cc1OC
→ -130	3	-2	4	-66	-16	1	-86
C=CCn1c(=S)[nH]c2cc(C(=O)Nc3ccc(OC)c(OC)c3)ccc2c1=O
→ 10	-1	2	26	-3	x	5	6
C[n+]1ccccc1/C=C/c1ccc([N+](=O)[O-])cc1
→ 11	-3	-1	-5	-1	x	6	2

# (list continues)
# Results follow in this order: PAX8 reporter	FN deposition inh	PglD DTNB	S100A4 inh HTS	EWS-Fli block	PGC1a acetyl inh	ERAP1 HTS inh	LGR2 inh
CC(C)CC#Cc1ccc([C@H]2[C@H](CO)N3C(=O)CN(C(=O)c4ccc5c(c4)OCO5)C[C@@H]23)cc1
→ 3	x	x	0	-1	2	2	-1
N#Cc1cc2c(nc1Cl)CCCC2
→ 4	0	3	x	x	3	x	3
O=C1NC(c2ccc(Br)cc2)Oc2ccccc21 (centres undefined)
→ -24	3	-2	1	6	x	2	-3
CC1(C(=O)OCC(=O)Nc2cccc(S(=O)(=O)NC3=NCCCCC3)c2)CC1(Cl)Cl (centres undefined)
→ 3	-7	x	4	-3	3	5	5
CCOc1ccc(S(=O)(=O)N2CCOCC2)cc1NC(=O)CSCC(=O)Nc1ccc(OC)cc1
→ -3	0	3	-4	-1	x	1	-26
COc1ccc(NC(=O)Nc2cccc3c2O[C@@H](CN(C)C(=O)Nc2ccc(C(F)(F)F)cc2)[C@H](C)CN([C@H](C)CO)C3=O)cc1
→ 13	x	6	x	-5	2	x	-4
CC(=O)NS(=O)(=O)c1ccc(NC(=O)/C=C/c2ccccc2)cc1
→ -18	-4	x	-4	5	-1	-2	7
Cc1cccc(NC(=O)c2nc[nH]c2C(=O)N2CCc3ccccc3C2)c1
→ -6	2	0	7	-1	x	-1	6
Cc1cc(N2CCCCCC2)nc2ccccc12
→ 2	3	-1	x	x	-8	x	x
Nc1ccc(Cn2ccc3c4c(N)nc(N)nc4ccc32)cc1
→ 70*	-2	x	-8	70*	21	3	27
C[C@@H]1CN([C@@H](C)CO)C(=O)c2cccc(NS(=O)(=O)c3ccccc3)c2O[C@@H]1CN(C)Cc1ccc(Oc2ccccc2)cc1
→ -5	x	0	-4	-10	-24	0	10
NC(=O)COc1ccccc1C(=O)O
→ 21	-2	x	-6	-3	0	-1	4
COC(C(=O)Nc1ccnn1C1CCN(Cc2cnn(C)c2)CC1)c1ccccc1 (centres undefined)
→ 8	2	1	4	-2	x	-1	-21
COc1ccc(N=C2NC(=O)C(CC(=O)NCCc3ccc(OC)c(OC)c3)S2)cc1 (centres undefined)
→ -4	5	-7	1	4	x	8	x
CO[C@@H]1CN(C)C(=O)c2cc(NC(=O)C3CCC3)ccc2OC[C@H](C)N(Cc2cccnc2)C[C@@H]1C
→ 8	2	-1	34	-13	-3	4	2

# (continued)
# Results follow in this order: PAX8 reporter	FN deposition inh	PglD DTNB	S100A4 inh HTS	EWS-Fli block	PGC1a acetyl inh	ERAP1 HTS inh	LGR2 inh
CCC1CCCCN1C(=O)CSc1nc2c(cnn2-c2ccc(C)cc2)c(=O)[nH]1 (centres undefined)
→ 2	-3	-2	7	3	x	1	-5
Cc1cc(C)cc(OCC(=O)NNC(=O)CC(C)c2ccccc2)c1 (centres undefined)
→ 19	-2	3	3	5	-5	-4	4
CCOC(=O)N1CCN(C(=O)c2noc(C(C)C)c2[N+](=O)[O-])CC1
→ -5	-1	0	-4	-6	x	0	-7
O=C(Nc1cccc(Cl)c1)Nc1ccnc(-c2cccnc2)n1
→ 54	14	x	0	-18	x	1	16
O=S(=O)(NCC(c1cccnc1)N1CCOCC1)c1ccc(Cl)cc1 (centres undefined)
→ 3	5	-1	-1	0	15	-2	9
COc1ccc(NC(=O)N(C)C[C@H]2OCCCC[C@H](C)Oc3ccc(NS(=O)(=O)c4c(C)noc4C)cc3C(=O)N([C@@H](C)CO)C[C@@H]2C)cc1
→ 7	x	-6	x	7	1	x	3
COc1ccc(S(=O)(=O)Nc2c(C(=O)O)[nH]c3ccccc23)cc1OC
→ 10	1	x	x	-5	x	x	-13
Cn1c(SCC(=O)Nc2nc(C(C)(C)C)cs2)nnc1C1CC1
→ 23	-1	x	3	1	-5	-2	13
O=C(O)CCn1ncc2ccccc2c1=O
→ -4	-1	1	4	-3	-9	4	4
CC(C)(C)n1nnnc1C(c1cccs1)N(Cc1ccc(Cl)cc1)CC1CCCO1 (centres undefined)
→ x	x	4	-2	x	-40	5	10
COc1ccc(NC(=O)C23CCC(C2)C(C)(C)C3=O)cc1 (centres undefined)
→ -4	7	3	x	x	5	x	x
O=C(Nc1ccc(F)cc1)N1CC(=O)N2[C@H](CO)[C@H](c3ccc(C4=CCCC4)cc3)[C@H]2C1
→ 4	6	x	-10	-8	3	1	7
COc1ccc(CNC(=O)CN2CCN(S(=O)(=O)c3cc(Br)ccc3Br)CC2)cc1OC
→ 9	x	-1	-9	1	-14	2	10
Cc1cccc(C)c1OCC(O)CNC(C)c1ccccc1 (centres undefined)
→ 8	3	-1	-7	-7	x	-6	-11
CCCCC(=O)NC(=S)NNC(=O)c1ccc(Cl)cc1Cl
→ -1	0	5	1	14	-1	23	17

# The results go on:
# Results follow in this order: PAX8 reporter	FN deposition inh	PglD DTNB	S100A4 inh HTS	EWS-Fli block	PGC1a acetyl inh	ERAP1 HTS inh	LGR2 inh
c1ccc(CSc2nnc3ccc(-c4ccncc4)nn23)nc1
→ 12	-3	-2	2	-5	3	-3	-9
C=CCN1C(=O)CS/C1=N/c1nccs1
→ x	x	x	-1	2	7	2	1
Cc1cc(=O)[nH]c(-c2cccs2)n1
→ 0	-9	x	-2	4	x	4	9
COc1ccccc1NS(=O)(=O)c1cccc(C(=O)N/N=C/c2c(CO)cnc(C)c2O)c1
→ 28	11	-9	-7	-2	x	-15	20
Cn1cccc1Cc1nnc(SCC(=O)NCc2ccccc2)n1-c1ccc(F)cc1
→ 11	-9	1	-5	6	-13	-2	10
C[C@@H]1CN([C@H](C)CO)C(=O)CCCn2nncc2CO[C@H]1CN(C)S(=O)(=O)c1ccc(Oc2ccccc2)nc1
→ 4&-4	-1&-9	2&1	0&3	-8&-3	11&4	8&-4	8
CC(=O)c1cccc(NC(=O)c2ccc(NS(=O)(=O)c3c(C)noc3C)cc2)c1
→ 14	10	4	x	x	-22	x	x
O=C(Nc1ccccc1[N+](=O)[O-])c1cc2ccccc2nc1Cl
→ 39	-8	5	-4	-10	15	-1	-5
O=C(CCC(=O)N1CCOc2ccc(Cl)cc21)NCc1ccccc1
→ -2	1	3	2	7	1	9	-4
O=C(Nc1ccc(S(=O)(=O)Nc2nccs2)cc1)/C(=C/c1ccccc1Cl)NC(=O)c1ccccc1
→ 38	-2	1	3	7	x	6	9
Cc1ccccc1NC(=O)CSCc1nc(N)nc(Nc2ccccc2C)n1
→ 8	1	x	-7	-2	x	10	7
